Source: PubChem (National Center for Advancing Translational Sciences (NCATS))
TrxR1 substrate: is turned over as a substrate by rat TrxR1. purified TrxR1 substrate turnover, NADPH consumption readout. O89049. Potency, µM (series often up to 114 µM), for inactives: top-dose activity change, negative = substrate turnover. 390,000 compounds, 0.01% hits; also: potency is read from the fitted curve at half-maximal effect; % is scaled to controls: 0 for no effect and ±100 for the full control effect; nearly all actives have a fitted effect of over 50% in size
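Rat TrxR1, dispensed at 90 nM, was prereduced with 400 uM NADPH (final) for 5 min at ~22 deg C, then incubated with compound 15 min before 400 uM selenite. A first-read NADPH fluorescence drop versus no-compound background flagged substrates.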
USP1-UAF1 inh: blocks the human USP1/UAF1 deubiquitinase complex; 390,000 compounds, 0.23% hits; AID 743255; recombinant USP1/UAF1, Ub-Rhodamine cleavage fluorescence; O94782; Potency, µM (series often up to 57.1 µM), for inactives: at the highest dose activity change, negative = inhibition, usual class: inhibitors; also: potency is read from the fitted curve at half-maximal effect; % is scaled to controls: 0 for no effect and ±100 for the full control effect; nearly all actives have a fitted effect of over 60% in size; inactives centre near -12
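1 nM enzyme complex + cpd, 15 min RT; start with Ub-Rho 150nM final; kinetic fluorescence ex 480/em 540, 6 reads q60 s. Buffer 50mM HEPES pH 7.8, 0.5mM EDTA, 0.1 mg/ml BSA, 1mM TCEP, 0.01% Tween-20.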
RGS4 inh: inhibitors of human regulator of G protein signaling 4. AID 504845. Transcreener GDP fluorescence polarization, RGS4-accelerated GTP hydrolysis. Potency, µM (series often up to 114 µM), for the others: at the top dose activity change, negative = inhibition, most hits filed as inhibitors. P49798. 390,000 compounds, 0.039% hits; also: potency is read from the fitted curve at half-maximal effect; % is scaled to controls: 0 for no effect and ±100 for the full control effect; nearly all actives have a fitted effect of over 75% in size; some results filed as inactive show a strong effect at the top dose
Target sequence (P49798 whole entry, looked up): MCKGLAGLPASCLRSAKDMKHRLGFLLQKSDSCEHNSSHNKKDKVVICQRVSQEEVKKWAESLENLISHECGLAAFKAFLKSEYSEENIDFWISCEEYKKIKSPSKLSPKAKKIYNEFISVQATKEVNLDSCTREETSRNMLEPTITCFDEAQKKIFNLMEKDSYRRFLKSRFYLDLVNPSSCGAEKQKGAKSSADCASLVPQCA
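MLSMR compounds (23 nl, pin-transferred) preincubated 10 min at room temperature with a 500nM (2x) first reagent, then RGS4 at 900nM (2x) plus Transcreener GDP mix added; fluorescence polarization (620/688 nm) read before and after 90 min at 30 °C.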
Vif-A3F inh: inhibitors of Vif-A3F interaction; HeLa A3F-eYFP + Vif (tagged APOBEC3F with the HIV-1 protein that degrades it), YFP fluorescence increase; Potency, µM (series often up to 46.1 µM), inactives show top-dose activity, negative = active; 390,000 compounds, 0.2% hits; AID 602313; also: potency is read from the fitted curve at half-maximal effect; % of control where 0% means no effect; nearly all actives have a fitted effect of over 65% in size
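HeLa cells stably expressing A3F-eYFP plus Vif, plated and incubated overnight at 37 deg C, then exposed to compounds overnight at 37 deg C. Blocked degradation read as raised yellow fluorescence (Ex 488/Em 500-530).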
Vif-A3G inh: Vif-A3G binding inhibition | Q9HC16 | HeLa A3G-eYFP + Vif (tagged APOBEC3G with the HIV-1 protein that degrades it), YFP fluorescence, overnight | Potency, µM (titrated, usually from 46.1 µM), for the others: at the highest dose activity, negative = active, usual class: inhibitors | 410,000 compounds, 0.076% hits | AID 602310;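 also: potency is read from the fitted curve at half-maximal effect; % is scaled to controls: 0 for no effect and ±100 for the full control effect; nearly all actives have a fitted effect of over 60% in size; hits raise eYFP signal because A3G escapes Vif-driven loss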
Target sequence (Q9HC16 whole entry, looked up): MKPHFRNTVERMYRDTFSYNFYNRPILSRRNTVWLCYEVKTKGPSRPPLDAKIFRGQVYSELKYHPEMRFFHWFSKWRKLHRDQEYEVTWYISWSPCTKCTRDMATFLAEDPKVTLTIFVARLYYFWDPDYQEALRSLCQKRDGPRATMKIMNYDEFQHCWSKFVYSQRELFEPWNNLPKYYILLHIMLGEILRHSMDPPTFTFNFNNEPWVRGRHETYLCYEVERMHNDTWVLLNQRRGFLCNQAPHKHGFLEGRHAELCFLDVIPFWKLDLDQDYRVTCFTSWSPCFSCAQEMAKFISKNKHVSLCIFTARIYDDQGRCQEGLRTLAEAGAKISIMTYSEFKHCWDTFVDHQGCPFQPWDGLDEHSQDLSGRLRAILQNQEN
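HeLa cells stably expressing Vif and C-terminally eYFP-tagged A3G, seeded overnight at 37 deg C, then exposed to compound by pintool overnight at 37 deg C. Rise in yellow fluorescence (Ex 488/Em 500-530, Acumen) marks blocked Vif-driven A3G degradation.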
GRP78 ERSR act: ER stress response induction in glioma. 420,000 compounds, 0.02% hits. U87-MG GRP78 promoter luciferase reporter, 16 h. Potency, µM, for the others: at the top dose activation, hits mostly activators; also: potency is read from the fitted curve at half-maximal effect; series mostly up to about 76 µM; % of control where 0% means no effect; nearly all actives have a fitted effect of over 35% in size
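Stably transfected U87-MG human glioma cells carrying a GRP78-based luminescent sensor were seeded at 1000 cells/well, pin-dosed with compounds and incubated 16 h. Luciferase reagent was then added, and end-point luminescence was read after 10 min at room temperature.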
LDHA inh: LDHA (human) enzyme inhibition | purified LDHA, NADH/diaphorase-resazurin fluorescence; active compounds read low | activity change, % (values are at about 110 or 230 µM) | 480,000 compounds, 0.15% hits | P00338; in the data active = activity change below about -30%; inconclusive = mostly about -25% to -30%;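 also: plate controls were DMSO wells for no effect and wells without enzyme for full effect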
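Remaining NADH was detected by diaphorase (0.133 mg/mL) converting 37 µM resazurin to fluorescent resorufin, read at 0 and 20 minutes. The preceding 5-minute room-temperature reaction used 2 nM LDHA, 0.2 mM sodium pyruvate and 0.06 mM NADH at pH 7.4.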
mIDH1 inhibitor: human IDH1 R132H inhibition; AID 602179; 390,000 compounds, 0.093% hits; O75874; IDH1-R132H enzyme, NADPH consumption, diaphorase/resazurin fluorescence; Potency, µM (highest dose often 76.6 µM), for inactives: top-dose activity change, negative = inhibition, hits mostly inhibitors; also: potency is read from the fitted curve at half-maximal effect; % is scaled to controls: 0 for no effect and ±100 for the full control effect; nearly all actives have a fitted effect of over 65% in size
Target sequence (O75874 whole entry R132H, stated change not applied): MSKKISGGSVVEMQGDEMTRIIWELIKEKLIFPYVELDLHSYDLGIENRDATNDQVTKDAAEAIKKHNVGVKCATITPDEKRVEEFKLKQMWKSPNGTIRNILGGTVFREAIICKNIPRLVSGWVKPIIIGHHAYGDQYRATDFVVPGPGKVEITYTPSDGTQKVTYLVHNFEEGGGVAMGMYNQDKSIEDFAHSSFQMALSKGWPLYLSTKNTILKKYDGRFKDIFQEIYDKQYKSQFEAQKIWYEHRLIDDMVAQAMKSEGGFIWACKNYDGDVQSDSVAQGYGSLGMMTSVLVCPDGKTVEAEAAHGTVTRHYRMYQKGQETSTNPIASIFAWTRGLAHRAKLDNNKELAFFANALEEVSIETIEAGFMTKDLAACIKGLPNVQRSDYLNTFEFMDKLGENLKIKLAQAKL
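IDH1-R132H (0.5 ug/mL dispensed) in pH 7.5 Tris buffer was preincubated 30 min with compound, then given a substrate mix of 0.016 mM NADPH and 2 mM alpha-KG for 80 min at room temperature; remaining NADPH was read by diaphorase/resazurin fluorescence.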
TrxR1 inh: inhibitors of rat thioredoxin reductase 1 | O89049 | recombinant rTrxR1, NADPH fluorescence consumption, selenite substrate | Potency, µM (top dose mostly 114 µM), without a hit: at the top dose activity change, negative = inhibition, most hits filed as inhibitors | 390,000 compounds, 1% hits | AID 588453; also: potency is read from the fitted curve at half-maximal effect; % is scaled to controls: 0 for no effect and ±100 for the full control effect; nearly all actives have a fitted effect of over 65% in size
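Rat TrxR1 (90 nM in the dispensed reagent) was pre-reduced with 400 uM NADPH for 5 min at room temperature, then incubated with compound for 15 min. After 400 uM selenite was added, NADPH fluorescence (Ex 340/Em 450 nm) was followed for 8 min.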
An asterisk follows results filed as active; ? = inconclusive; & = joins results of further samples; [ ] = remark or other dose. Unless noted, calls follow the shape of the dose curve; as a rule, active = well fitted curve in the direction sought with a large enough effect; inconclusive = small, poorly fitted or top-dose-only effect, or another doubt; inactive = no such curve, though single readings can be large; an effect the other way counts as inactive or inconclusive. This is a subset; rates above refer to the full screens.

SMILES | TrxR1 substrate | USP1-UAF1 inh | RGS4 inh | Vif-A3F inh | Vif-A3G inh | GRP78 ERSR act | LDHA inh | mIDH1 inhibitor | TrxR1 inh
CC1(C)CC(=O)c2cc(C(=O)NNc3ccccc3)c(=O)n(-c3ccccc3)c2C1 | 0%[57.1 µM] | -4% | 7% | 2% | -7% | 0% | -5 | 4% | 25%[57.1 µM]
COc1cc(NC(=O)Cn2c(=O)n(Cc3ccccc3)c(=O)c3oc4ccccc4c32)cc(OC)c1 | 2% | -17% | 12% | 0% | 3% | -3% | 2 | 0% | 21%
COc1ccc(NC(=O)CCOc2ccc(C)cc2)c(OC)c1 | 5%[57.1 µM] | -15% | 9% | -16% | 1% | -2% | -6 | 14% | 7%[57.1 µM]
O=C(Nc1ccccc1C(=O)Nc1ccccc1C(=O)NCc1ccco1)c1ccco1 | 13% | 5% | -2% | -13% | -3% | -2% | 3 | 0% | 10%
O=C(CCC1CCCCC1)NC1CCCCC1 | -14% | -11% | -9% | -6% | 1% | 5% | -4 | 2% | -11%
CCc1ccc(CN(C)C(=O)C2CCC(=O)N(Cc3cccc(OC)c3)C2)nc1 (stereo not given) | 1% | -6% | 30% | 5% | 4% | -3% | -8 | -1% | 25%
Cc1nn(CCCC(=O)Nc2cc(Oc3ccc(F)cc3)cc([N+](=O)[O-])c2)c(C)c1[N+](=O)[O-] | -11% | -15% | -32% | 0% | -2% | -1% | 2 | 6% | 5%
COc1cccc(C2=CC(=O)C[C@H](c3ccc(Cl)cc3)C2)c1 | -10% | -8% | -15% | 7% | -1% | -4% | -5 | -3% | -9%
O=C(NCC1(c2ccccc2)CCCC1)C1(c2ccccc2)CCCC1 | -4% | -19% | -12% | -6% | -2% | -3% | 2 | 4% | -3%
CCOC(=O)c1cc2c(=O)n3ccccc3nc2n(C(C)C)c1=NC(=O)c1c(-c2ccccc2Cl)noc1C | -2%[57.1 µM] | -6% | -14% | 3% | 0% | -3% | 0 | 2% | 25%[57.1 µM]
CN(C(=O)c1cccs1)c1ccc(OCC(=O)N2CCC(C(N)=O)CC2)cc1 | 5% | -18% | 7% | 1% | 0% | -2% | -5 | 7% | 22%
COc1ccc(C(=O)N2CCN(c3ccc(C)cc3)CC2)cc1OC | 7%[57.1 µM] | -8% | -10% | -6% | 4% | -2% | -1 | 17% | 10%[57.1 µM]
CCN(CC)C(=O)CSc1nnc2[nH]c(=O)cc(C)n12 | -5%[57.1 µM] | -18% | 23% | 1% | 2% | -4% | -13 | 39%[activator] | 7%[57.1 µM]
Cc1cc2c(n1-c1ccc(Cl)cc1)CC(C)(C)CC2=O | 5% | -5% | 25% | -6% | -11% | -4% | -7 | 5% | 12%
CC(C)c1ccc(CN2CCN(C(=O)CCl)CC2)cc1 | 5% | 8% | -6%[56.9 µM] | 8% | ? | -13% | -6 | ? | ?
Cc1ccsc1C(=O)OC1CCOC1=O (stereo not given) | 4% | -11% | 9% | 0% | 0% | -2% | -1 | 3% | 11%
O=C(NCCS(=O)(=O)N1CCN(c2ccc(F)cc2)CC1)c1ccc(Br)o1 | 1% | -24% | -15% | -2% | 2% | 1% | -1 | -2% | 15%
COc1cc(C(=O)OCC(=O)c2cc(C)n(CC3CCCO3)c2C)ccc1OCC(=O)N1CCOCC1 (stereo not given) | 4% | -11% | -9% | -4% | -4% | -3% | -8 | 4% | 7%
Cc1cc(-c2ccco2)n(-c2ccccc2)n1 | 5% | -12% | -40% | -8% | 0% | -3% | 11 | 2% | ?
Cc1nnc(SCC(=O)Nc2nsc(-c3ccc(C(C)(C)C)cc3)n2)s1 | 6%[57.1 µM] | -19% | 8% | -7% | 2% | -2% | -15 | -8% | 13%[57.1 µM]
COCCNS(=O)(=O)c1cc(Br)ccc1OC | 3% | 0% | 18% | -3% | 1% | -3% | -6 | -9% | 11%
Cn1c(CN2CCCCC2)nc2cc([N+](=O)[O-])ccc21 | 4%[57.1 µM] | -10% | -21% | 5% | 1% | -3% | -4 | 0% | 14%[57.1 µM]
O=C(C=Cc1ccccc1O)c1ccccc1O | 2%[57.1 µM] | -24% | 4% | 0% | -21% | ? | -4 | 1% | -15%[11.4 µM]
Cc1nnc2ccc(-c3ccc(NS(=O)(=O)c4ccccc4)cc3)nn12 | 1% | -17% | 10% | 4% | 0% | -5% | -2 | 2% | 15%
CCOc1ccc(-c2cnc3n2CCC3)cc1 | 0% | 6% | 13% | ? | 0% | -4% | 3 | -3% | 3%
CCN1CCN(C(=O)N(Cc2ccc(Cl)cc2)S(=O)(=O)c2ccc(C)cc2)CC1 | -2% | -5% | 17% | -5% | 1% | -3% | -8 | 4% | 11%
Nc1cc2c(cc1[N+](=O)[O-])OCCOCCOCCO2 | -7%[57.1 µM] | -12% | 19% | 5% | 4% | -2% | 6 | -1% | 5%[57.1 µM]
O=C(CSc1ncccn1)NN=C1CCCCCC1 | 6%[57.1 µM] | -15% | -3% | -18% | -1% | -5% | -3 | -3% | 7%[57.1 µM]
Cc1oc2ncn(CC(C)C)c(=O)c2c1C(=O)NCCCN(C)Cc1ccccc1 | -2% | ? | -1% | -15% | 3% | -1% | -4 | 0% | 5%
COc1cc(CO)ccc1OCC(=O)Nc1cccc2ccccc12 | -10% | -17% | -32% | ? | -7% | -3% | -1 | 5% | -12%
COc1nnc(-c2ccc(C)c(S(N)(=O)=O)c2)c2ccccc12 | -2% | -14% | 0% | 0% | 2% | 3% | -1 | -3% | 11%
CCCCSc1nc(C)nc2c1c(=O)n(C)c(=O)n2C | 10%[57.1 µM] | -25% | 9% | -4% | -7% | -6% | -4 | 2% | 32%[57.1 µM]
C=CCN1C(=O)C(Cc2ccc(OCC)cc2)SC1=Nc1ccc(C(=O)O)cc1 (stereo not given) | 9% | -24% | -8% | 2% | 1% | 4% | -3 | 8% | 23%
COc1ccc(C(=O)N2CCCCCC2)cc1S(=O)(=O)N1CCOCC1 | 7%[57.1 µM] | -12% | -19% | 7% | -10% | -5% | -3 | 7% | 4%[57.1 µM]
COc1ccc(-c2noc(N3CCC(C(=O)N4CCN(c5ccccn5)CC4)CC3)n2)cc1 | 7% | -18% | -10% | -6% | 6% | -10% | -1 | 3% | 3%
C=CCN(CC=C)C(=O)C1CC(=O)N(c2ccc(Br)cc2)C1 (stereo not given) | 11%[57.1 µM] | -15% | -16% | -2% | -5% | -7% | -6 | -1% | 5%[57.1 µM]
CC(C(O)c1ccc(O)cc1)N1CCC(Cc2ccccc2)CC1 (stereo not given) | 2%[57.1 µM] | -8%&-17%&-3% | -2%[56.9 µM] | 6%&0%&-5% | 2%&1%&3% | -6%&-3%&-1%&-8%&-3%&-3% | -4&-9&-3 | -1%&14%&-10% | -12%[57.1 µM]
Cc1ccc(NC(=O)CC(=O)c2ccccc2)cc1C | 1% | -15% | -3% | 2% | -3% | 0% | -4 | 0% | 12%
CCOC(=O)[C@H]1[C@H]2COc3cc(OC)ccc3[C@@H]2N2C(=O)CN(Cc3ccc(C)cc3)C(=O)[C@@]12C | 5% | -25% | -2% | -4% | 1% | 1% | -1 | -9% | -15%[57.1 µM]
O=C(CCC(=O)N1CCN(S(=O)(=O)c2ccccc2)CC1)c1cccs1 | -8% | 2% | -19% | 0% | 0% | 2% | -3 | 8% | -29%
Cc1nc2ncnn2c(Nc2ccc3c(c2)OCCO3)c1C | -11% | 0% | 3% | -2% | -15% | -4% | 6 | 8% | ?
N#Cc1cc(-c2ccccc2)nc(NN)n1 | -3% | -10% | 13% | 12% | 0% | -4% | -3 | -5% | 3%
Cn1ncc([N+](=O)[O-])c1C(=O)Nc1ccc(-c2nc3ccccc3[nH]2)cc1 | -5% | -12% | 14% | -1% | -11% | 1% | -7 | 3% | 6%
Cc1ccc(Cl)cc1N1CCN(C(=O)c2cn(C)c3ccc(S(=O)(=O)N(C)C4CCCCC4)cc3c2=O)CC1 | 2% | -7% | -12% | -7% | 0% | -4% | 3 | 0% | 14%
COc1cccc(-c2cccc(NC(=O)C3CCN(CC4CCOC4)CC3)c2)c1 (stereo not given) | 5% | -17% | -8% | 2% | -3% | -6% | -1 | 0% | 22%
CSc1nc(N(C)NC(=O)c2ccc(F)cc2)c2ccccc2n1 | -13% | 1% | -3% | -2% | -54% | -8% | -6 | 5% | -7%
Cc1ccc(S(=O)(=O)N(C)CC(=O)N2CCN(C(=O)c3ccco3)CC2)cc1 | 5% | -12% | -4% | -2% | 1% | -5% | -6 | 9% | 8%
Cc1cc(C)cc(Nc2ncc3c(n2)CCCC3=O)c1 | 5%[57.1 µM] | -1% | 12% | -5% | 0% | -12% | -6 | 4% | 16%[57.1 µM]
